Source: PubChem (several laboratories)
Runt-SMMHC FRET – Runt domain-CBFb-SMMHC interaction inhibition; 220,000 compounds, 0.74% hits; Q01196+Q13951; Cerulean-Runt/Venus-CBFb-SMMHC FRET ratio 530/480, 1 h; inhibition, % at 20 µM; AID 1434;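 active means mean inhibition across duplicate retests at 20 µM reaching about 50%, limit read from the data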;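 further: 0% = DMSO wells and 100% = wells with excess untagged CBFb-SMMHC; inhibitors lower the FRET ratio by blocking Runt binding to CBFb-SMMHC; some results filed as inactive read as strong as hits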
Hck-Nef inh – inhibitors of human Hck kinase activated by Nef. 220,000 compounds, 0.68% hits. inhibition, % at 20 µM. P08631. Recombinant Hck-YEEI plus Nef, Z-Lyte FRET kinase assay;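 active means Hck-Nef kinase inhibition above about 50%, limit read from the data; inactive means inhibition below that limit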;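 further: 0% = DMSO with Hck plus Nef and 100% = Hck alone without Nef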
FXIIa inh – factor XIIa (human) inhibition; inhibition, % at 5 µM; 220,000 compounds, 0.3% hits; AID 800; P00748; purified FXIIa, Boc-QGR-AMC fluorogenic substrate, 2 h; in the data active means inhibition above about 40%;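 further: 0% = enzyme with no compound and 100% = blank without enzyme; many of its hits are not listed in these tables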
14-3-3 Bad PPI – disrupts binding of bovine 14-3-3 zeta to phospho-Bad peptide. P63103. TR-FRET 14-3-3zeta/Dy647-pBad peptide displacement, 1 h. inhibition, % at 21.7 µM. 220,000 compounds, 0.71% hits. AID 781;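 active means inhibition above about 70%, limit read from the data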;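 further: 0% = full 14-3-3 plus peptide FRET controls and 100% = background without 14-3-3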
Target sequence (P63103 whole entry, looked up): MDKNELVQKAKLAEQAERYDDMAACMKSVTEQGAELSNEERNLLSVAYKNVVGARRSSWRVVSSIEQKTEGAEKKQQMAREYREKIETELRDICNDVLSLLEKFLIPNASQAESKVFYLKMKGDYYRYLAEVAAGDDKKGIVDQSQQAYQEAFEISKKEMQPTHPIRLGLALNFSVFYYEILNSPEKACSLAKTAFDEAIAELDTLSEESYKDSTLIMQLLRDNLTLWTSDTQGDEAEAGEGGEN
KLK5 inh – kallikrein 5 (human) inhibition; Q9Y337; recombinant hK5, fluorogenic AMC substrate cleavage; inhibition, % at 5 µM; 210,000 compounds, 0.59% hits;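 active means inhibition of 40% or more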;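 further: 0% = enzyme controls without compound and 100% = no-enzyme blanks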
FXIa inh – inhibitors of human coagulation factor XIa. P03951. purified FXIa, Boc-Glu-Ala-Arg-AMC fluorogenic substrate. inhibition, % at 5 µM. 220,000 compounds, 0.14% hits;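 active means inhibition of at least 40%; inactive means inhibition below 40%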;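 further: fluorescence of freed AMC excited at 355 nm; 0% = enzyme without compound and 100% = no enzyme blank; many of its hits are not listed in these tables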
Wee1 stabilizer – human Wee1 degradation inhibition, primary screen; HeLa Luc-Wee1K328M stability, luciferase luminescence; 100% = proteasome inhibitor MG132 effect; reporter increase, % at 5 µM; 220,000 compounds, 1.2% hits; P30291;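 active means activation above the mean of all tested compounds plus 3 SD, set per screening run, cut at about 8.8% in these data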;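 further: cells exposed to compound for 20 h before luminescence read; 0% = DMSO alone and 100% = MG132 at 30 µM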
Target sequence (P30291 whole entry K328M): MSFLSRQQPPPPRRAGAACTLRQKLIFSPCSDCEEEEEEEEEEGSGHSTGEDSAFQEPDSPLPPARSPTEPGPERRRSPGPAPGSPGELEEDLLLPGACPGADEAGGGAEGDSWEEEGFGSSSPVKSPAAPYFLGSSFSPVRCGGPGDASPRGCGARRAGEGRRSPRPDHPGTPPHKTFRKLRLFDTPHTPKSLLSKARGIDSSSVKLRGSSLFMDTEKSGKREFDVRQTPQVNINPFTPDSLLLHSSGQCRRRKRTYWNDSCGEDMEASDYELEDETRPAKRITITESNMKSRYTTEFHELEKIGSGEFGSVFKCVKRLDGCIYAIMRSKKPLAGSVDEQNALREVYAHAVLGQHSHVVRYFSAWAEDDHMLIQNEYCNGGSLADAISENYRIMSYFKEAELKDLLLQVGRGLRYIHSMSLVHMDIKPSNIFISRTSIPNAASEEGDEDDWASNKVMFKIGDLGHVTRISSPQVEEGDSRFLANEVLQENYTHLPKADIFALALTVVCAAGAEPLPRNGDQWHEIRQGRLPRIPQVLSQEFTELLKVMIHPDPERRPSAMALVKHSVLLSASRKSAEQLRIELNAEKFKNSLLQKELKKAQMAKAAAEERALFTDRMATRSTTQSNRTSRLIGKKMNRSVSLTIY
thrombin 1536 – inhibitors of human thrombin; 220,000 compounds, 0.26% hits; alpha-thrombin, Boc-VPR-AMC fluorogenic substrate cleavage; P00734; inhibition, % at 5 µM; AID 1046;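 active means inhibition at or above 40%; inactive means inhibition below 40%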;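 further: 0% = enzyme with no compound and 100% = wells without enzyme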
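Material: human alpha-thrombin protein; Also added: Boc-VPR-AMC substrate, 15 µM final; Timing: enzyme reaction carried out at room temperature; Signal: fluorescence, ex 355 nm, em 460 nm; Measure: % inhibition of thrombin; Controls: enzyme without compound as high, wells lacking enzyme as low.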
Runt-CBFb FRET – blocks binding of human RUNX1 Runt domain to CBFb; inhibition, % at 20 µM; Cerulean-Runt/Venus-CBFb FRET ratio 530/480, 1 h; 220,000 compounds, 0.46% hits;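 active means inhibition over about 50% at 20 µM in the single-dose screen, limit read from the data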;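 further: 0% = DMSO wells and 100% = excess unlabeled CBFb competitor control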
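Reagent – Venus-CBFb binding partner, 100 nM · Assay system – Cerulean-tagged RUNX1 Runt domain (FRET donor) fusion protein · Input – 100 nM per protein · Incubation – two 1 h room-temperature incubations shielded from light · Measured by – FRET fluorescence · Medium – Tris buffer pH 7.5 with salts and BSA · Benchmarks – unlabeled CBFb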
* hit, by the source's call; nt = no result given; [ ] = dose if it differs, or a comment.

structure | thrombin 1536 | Hck-Nef inh | Wee1 stabilizer | FXIa inh | 14-3-3 Bad PPI | Runt-CBFb FRET | FXIIa inh | Runt-SMMHC FRET | KLK5 inh
CCOC(=O)N1CCN(S(=O)(=O)c2ccc(F)cc2)CC1 | 3 | -1 | -3 | 7 | 0 | -3 | 15 | 5 | -8
COC(=O)c1ccc(N=NNc2cccc(Br)c2)cc1 | -10 | 1 | 1 | 5 | -11 | -3 | 12 | 1 | -15
COc1ccc(S(=O)(=O)NN(C)C(=O)c2nn(-c3ccccc3)ccc2=O)cc1 | 3 | 8 | 0 | 5 | -5 | 0 | 9 | 2 | nt
Nc1nccc(-c2cccs2)n1 | -6 | 0 | -1 | -7 | 15 | -2 | 4 | -2 | -1
O=C(NC12CC3CC(CC(C3)C1)C2)c1ccc(=O)oc1 | 0 | 1 | -2 | 0 | -3 | -2 | 1 | -6 | 6
Cc1cccc(NC(=O)COc2ccc(Br)cc2C)n1 | -4 | -1 | -2 | 16 | 8 | -1 | 12 | -5 | -6
COc1cc(/C=C2\C(=O)ON=C2c2ccccc2)cc(OC)c1OC | -3 | 3 | -2 | -2 | -7[fluorescence artefact?] | -2 | 3 | 1 | -30
Cc1cccn2c(=O)c3cc(C(=O)N(C)C)n(C)c3nc12 | 1 | 23 | 3 | 3 | nt | -11 | 16 | -24 | -71
CCc1ccccc1NNC(=O)CCc1ccccc1 | 7 | 19 | 5 | -3 | -10 | 0 | 11 | 1 | -3
COc1ccc(CCNC(=O)CC(NC(=O)c2ccccc2Cl)c2ccccc2)cc1 (centres undefined) | -15 | 5 | 0 | 0 | 15 | 0 | 3 | 3 | -18
Cc1cc(F)c(F)c(C(=O)N2CCOCC2)c1Cl | 0 | 4 | 5 | -2 | 2 | -1 | 5 | 5 | -5
CCOC(=O)COc1nc(-c2ccccc2)cc(-c2ccco2)c1C#N | 0 | 7 | 1 | -3 | 6 | 1 | -4 | -2 | -4
O=S(=O)(c1ccc(NC(=S)N2CCN(c3ccccc3F)CC2)cc1)N1CCOCC1 | 0 | 1 | 4 | -6 | -11 | 0 | 0 | 0 | -7
Cc1ccc(Sc2c(C)nn(C(=O)c3cccc(S(=O)(=O)N4CCOCC4)c3)c2C)cc1 | -3 | 4 | -4 | -3 | -28[fluorescence artefact?] | 0 | 0 | -1 | -12
CNC(=S)NNc1nc(C)cc(C)n1 | 5 | 20 | 2 | -6 | -6 | 9 | 3 | -2 | -10
CCC(=O)NCCc1nc2ccccc2n1Cc1ccc(C)cc1 | 6 | 0 | 0 | 20 | 13 | 1 | 26 | 3 | 2
COc1cccc(/C=N/NC(=O)Cn2cnc3c2c(=O)n(C)c(=O)n3C)c1 | 5 | 11 | 1 | 7 | 0 | -1 | 6 | 1 | -4
Cc1c(C(=O)O)oc2ccc(S(=O)(=O)NC3CCCCCCC3)cc12 | -2 | 4 | 0 | 1 | -87 | -1 | 9 | -2 | -6
Cc1ccc2c(c1)c1c(n2CC2COC(C)(C)O2)C(=O)CCC1 (centres undefined) | -5 | 5 | -5 | -4 | nt | -4 | 8 | -2 | -13
COc1ccc(C(=O)N2CCCCC2)cc1S(=O)(=O)Nc1cccc(C(=O)O)c1 | -7 | -8 | 1 | 7 | 7[fluorescence artefact?] | 2 | 11 | 4 | -11
O=C(C1CCN(C2CC(=O)N(c3cccc(Cl)c3)C2=O)CC1)N1CCCC1 (centres undefined) | -3 | -1 | -1 | -4 | 7 | 6 | -11 | -2 | 4
CC(C)n1cnc2c(NCc3ccccc3)nc(NCc3ccccc3)nc21 | -11 | 28 | nt | -1 | -5 | 2 | 3 | 2 | 0
Cc1cc(C)cc(NC(=O)Nc2cc(-c3ccccc3)nn2C)c1 | -5 | 8 | -2 | 0 | -1 | 0 | 6 | -22 | 3
COc1cc(C(=O)NCC(c2ccco2)N(C)C)cc(OC)c1OC (centres undefined) | -8 | 1 | 0 | 1 | -7 | 2 | 4 | -2 | 0
COCCN1Cc2cccc(C(=O)NCc3ccccc3OC)c2C1=O | 14 | -14 | -1 | -10 | -4 | 0 | 0 | 3 | -50

Shown with values under each structure: part of the list above
Screens in order: thrombin 1536, Hck-Nef inh, Wee1 stabilizer, FXIa inh, 14-3-3 Bad PPI, Runt-CBFb FRET, FXIIa inh, Runt-SMMHC FRET, KLK5 inh
- COc1ccc(CCNC(=O)CC(NC(=O)c2ccccc2Cl)c2ccccc2)cc1 (centres undefined)
    -15, 5, 0, 0, 15, 0, 3, 3, -18
- Cc1cc(F)c(F)c(C(=O)N2CCOCC2)c1Cl
    0, 4, 5, -2, 2, -1, 5, 5, -5
- CCOC(=O)COc1nc(-c2ccccc2)cc(-c2ccco2)c1C#N
    0, 7, 1, -3, 6, 1, -4, -2, -4
- O=S(=O)(c1ccc(NC(=S)N2CCN(c3ccccc3F)CC2)cc1)N1CCOCC1
    0, 1, 4, -6, -11, 0, 0, 0, -7

Carrying on:
structure | thrombin 1536 | Hck-Nef inh | Wee1 stabilizer | FXIa inh | 14-3-3 Bad PPI | Runt-CBFb FRET | FXIIa inh | Runt-SMMHC FRET | KLK5 inh
O=C(CCC1CCCN(C(=O)c2ccc3cc[nH]c3c2)C1)N1CCN(c2ccccn2)CC1 (centres undefined) | -1 | 20 | -1 | -6 | -9 | -1 | 6 | -2 | 3
COc1cc(SC)ccc1C(=O)NCCOc1ccc(C)c(C)c1 | -5 | 3 | 1 | -2 | -14 | -4 | 2 | -3 | -15
N=c1c(C(=O)NCc2ccco2)cc2c(=O)n3ccccc3nc2n1Cc1ccccc1 | 3 | 8 | 1 | 3 | -13[fluorescence artefact?] | 19 | 11 | 58* | -7
CCOC(=O)C1CCCN(C(=O)c2cc(-c3ccccc3)nc3ccccc23)C1 (centres undefined) | -4 | -13 | 1 | -8 | -4 | nt | 1 | -1 | -16
O=C(/C=C\c1ccco1)NC(=S)Nc1ccccc1O | 4 | 59* | -1 | -1 | 3 | -6 | 10 | -10 | -6
CCCC1CC(CSC(=N)N)OC1=O (centres undefined) | 1 | -1 | 3 | -16 | 11[fluorescence artefact?] | 1 | 15 | -2 | 7
CC(C)(C)c1csc(NC(=O)c2ccc(Cl)s2)n1 | 1 | -1 | 9 | 18 | 6 | 0 | 24 | -4 | -9
O=C(N[C@@H](Cc1ccc(O)cc1)C(=O)O)c1ccc(C(F)(F)F)cc1 | 1 | 4 | -3 | -4 | 4 | 1 | 5 | 0 | -3
Cc1ccc(Nc2cnn(C34CC5CC(CC(CC(=O)O)(C5)C3)C4)c(=O)c2Cl)c(Cl)c1 | 10 | 18 | -3 | -5 | -11 | -2 | 5 | 0 | -2
CCc1ccc(OCC(=O)NNC(=O)c2nn(CC)c(=O)c3ccccc23)cc1 | -5 | 20 | 3 | -3 | -4 | -3 | 5 | 1 | -4
Cc1ccccc1C1CC(c2cccs2)Nc2nnnn21 (centres undefined) | 0 | 1 | -1 | -7 | 2 | 0 | -2 | -4 | -23
O=C(COc1cccnc1[N+](=O)[O-])Nc1cc(S(=O)(=O)N2CCCCC2)ccc1Cl | 4 | 18 | 7 | 0 | 4 | -6 | 8 | -10 | 28
O=C(O)c1ccccc1-c1ccccc1C(=O)Nc1nccs1 | 0 | -10 | 2 | -6 | -6 | nt | 3 | 8 | -11
Cc1cc(Cl)ccc1OC(C)C(=O)Nc1ccccc1N1CCOCC1 (centres undefined) | 4 | 2 | -4 | 0 | -6 | 0 | 18 | -2 | -2
CCn1c(=O)c2cc(C(=O)Nc3ccc(OC)cc3OC)sc2c2ccccc21 | -6 | 31 | -2 | -1 | 45 | -10 | 3 | -10 | 0
CC1CN(C2CCN(S(=O)(=O)Cc3ccccc3)CC2)CC(C)O1 (centres undefined) | -11 | -1 | 0 | -7 | 67 | -2 | 6 | 2 | -14
CCOc1ccc(-n2cnnn2)cc1S(=O)(=O)N1CCC(C)CC1C (centres undefined) | 1 | -9 | -2 | -3 | -16 | 0 | 5 | 4 | 0
Cc1cccc(N=C2NC(=O)/C(=C/c3cccs3)S2)c1 | 1 | -1 | 3 | 5 | -2 | -4 | 13 | -8 | 1
COc1ccc(S(=O)(=O)N(C)C)cc1NCC(=O)Nc1ccc(Br)c(C)c1 | 5 | 22 | -3 | 5 | -14 | -1 | 8 | 0 | 2
O=C1/C(=C/c2ccncc2)SC(=S)N1N1CCOCC1 | 1 | 11 | -3 | 1 | 4 | 22 | 5 | -2 | -2
O=Cc1cnc(N2CCCCC2)s1 | -7 | -2 | 3 | -4 | 3 | 1 | nt | 4 | -2
CC(C)(C)NC(=O)c1cnn2c1NC(c1ccc(F)cc1)CC2C(F)(F)F (centres undefined) | -2 | -3 | 0 | -3 | 7 | -1 | 1 | 2 | 11
CCOc1nc(NCCO)nc(Nc2cc(Cl)ccc2OC)n1 | 7 | 14 | 2 | -2 | -11 | -2 | 5 | -1 | -6
CCN(C(=O)c1ccc2c(OC)n(CC)nc2c1)c1ccc(OC)cc1 | -2 | 1 | 0 | -3 | 1 | 0 | 12 | 0 | -19
C=C(C)CSc1nnc([C@@H]2CCCN2C(=O)OC(C)(C)C)o1 | 2 | 0 | -2 | 2 | -2 | -1 | 16 | 0 | -8
CCOC(=O)C(=CNc1ccc(Oc2cncc(Cl)c2)nc1)C(=O)OCC | -1 | 17 | 4 | -1 | -5 | -1 | 7 | 0 | 0

Copied from the list.
Wee1 stabilizer with `O=C(COc1cccnc1[N+](=O)[O-])Nc1cc(S(=O)(=O)N2CCCCC2)ccc1Cl` is entered as 7
Runt-SMMHC FRET with `CCOc1nc(NCCO)nc(Nc2cc(Cl)ccc2OC)n1` is entered as -1
KLK5 inh with `COc1cc(SC)ccc1C(=O)NCCOc1ccc(C)c(C)c1` is entered as -15
KLK5 inh with `Cc1ccccc1C1CC(c2cccs2)Nc2nnnn21` (centres undefined) is entered as -23
14-3-3 Bad PPI with `O=Cc1cnc(N2CCCCC2)s1` is entered as 3

Whole records, looked up by structure. Order of screens: thrombin 1536	Hck-Nef inh	Wee1 stabilizer	FXIa inh	14-3-3 Bad PPI	Runt-CBFb FRET	FXIIa inh	Runt-SMMHC FRET	KLK5 inh
`CCOC(=O)N1CCN(S(=O)(=O)c2ccc(F)cc2)CC1` as listed: 3	-1	-3	7	0	-3	15	5	-8
`CCOC(=O)COc1nc(-c2ccccc2)cc(-c2ccco2)c1C#N` as listed: 0	7	1	-3	6	1	-4	-2	-4
